Bioassay records (PubChem)
Yeast life ext = compounds extending yeast replicative lifespan, primary screen, S. cerevisiae, OD615 | 130,000 tested, 0.68% active | inhibition of the nicotinamide effect, % at 10 µM | AID 775, 2007 | S. cerevisiae growth with nicotinamide; deaD strain in restrictive glucose medium;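 active = inhibition above a set limit, placed 3 SD over the median of all compounds, cut at about 26% in these data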;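 note: 0% = nicotinamide-treated wells and 100% = cells grown without nicotinamide; some compounds called inactive have numbers as strong as hits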
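Assay system: engineered S. cerevisiae DeaD replicative-lifespan strain, galactose-grown log-phase cells; medium: restrictive CSMM-D dextrose medium; also added: nicotinamide, 1.5 mM, co-present with compound; schedule: 48 h compound exposure at 30 °C, humidified; detection: absorbance at 615 nm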
NPY Y2 blocker = NPY-Y2 receptor antagonists, primary screen, cell-based; Neuropeptide Y receptor type 2 (Homo sapiens), P49146; NPY-Y2 expressing cells, antagonist mode; inhibition, % at 2.7 µM; 140,000 tested, 0.99% active; AID 793, 2007; in the data active = inhibition above about 17%;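 note: 0% = vehicle with agonist challenge and 100% = reference antagonist with challenge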
Target sequence (P49146 whole entry, looked up): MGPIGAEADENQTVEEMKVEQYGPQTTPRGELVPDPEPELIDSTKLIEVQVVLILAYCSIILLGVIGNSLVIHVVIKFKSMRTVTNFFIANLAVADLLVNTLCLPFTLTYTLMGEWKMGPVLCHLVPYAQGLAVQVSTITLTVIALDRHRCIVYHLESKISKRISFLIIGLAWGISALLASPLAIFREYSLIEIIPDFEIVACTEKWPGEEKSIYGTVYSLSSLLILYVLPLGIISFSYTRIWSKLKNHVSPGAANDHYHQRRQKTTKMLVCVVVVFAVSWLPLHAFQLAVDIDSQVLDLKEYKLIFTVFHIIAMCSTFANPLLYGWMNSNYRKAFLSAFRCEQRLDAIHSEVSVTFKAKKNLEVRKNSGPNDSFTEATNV
Phagocyt inh = inhibitors of macrophage phagocytosis, primary screen, imaging, J774A.1 cells, IgG beads | J774A.1 macrophage IgG-bead phagocytosis | 110,000 tested, 0.07% active | inhibition, % at 5 µM | AID 1029, 2008;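 active = inhibition above the mean of the plate negative controls plus 5 SD, cut at about 13% in these data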;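 note: phagocytic index as fraction of beads internalized from green versus red external bead signal; plate controls were DMSO negative control for no effect and cytochalasin-D positive control for full effect; some results beyond the cut were filed as inactive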
E-sel TNF inh = E-selectin induction blockers in HUVEC – imaging, immunofluorescence, high content, primary screen; HUVEC TNFa-induced E-selectin immunofluorescence; inhibition, % at 2 µM; 120,000 tested, 0.71% active; AID 1246, 2008;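 active = inhibition above the batch mean plus 3 SD, and confirmed as a hit on visual image review, cut at about 43% in these data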;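 note: 0% = TNF-stimulated DMSO wells and 100% = unstimulated control wells; not every result past the cut was called active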
bCat KO growth = primary screen for growth suppressors in beta-catenin knockout HCT116 cells (colon tumor, human); HCT116 beta-catenin knockout viability, CellTiter-Glo, 60 h; hits give low values; viability, % at 10 µM; 140,000 tested, 1.5% active; AID 818, 2007;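 active = viability at or under a set limit, the compound median less 4 SD, cut at about 6% in these data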;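 note: 0% = Hyamine 1622 control at 20 µM and 100% = untreated cell control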
GALR2 blocker = GALR2 antagonists in receptor-expressing cells, primary screen. 140,000 tested, 0.39% active. antagonist mode. inhibition, % at 4 µM. Galanin receptor type 2 (Homo sapiens), O43603; in the data active = inhibition above about 27%;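 note: cells stimulated with galanin 1-16 at roughly its EC80; 0% = agonist challenge control and 100% = basal control without agonist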
Target sequence (O43603 whole entry, looked up): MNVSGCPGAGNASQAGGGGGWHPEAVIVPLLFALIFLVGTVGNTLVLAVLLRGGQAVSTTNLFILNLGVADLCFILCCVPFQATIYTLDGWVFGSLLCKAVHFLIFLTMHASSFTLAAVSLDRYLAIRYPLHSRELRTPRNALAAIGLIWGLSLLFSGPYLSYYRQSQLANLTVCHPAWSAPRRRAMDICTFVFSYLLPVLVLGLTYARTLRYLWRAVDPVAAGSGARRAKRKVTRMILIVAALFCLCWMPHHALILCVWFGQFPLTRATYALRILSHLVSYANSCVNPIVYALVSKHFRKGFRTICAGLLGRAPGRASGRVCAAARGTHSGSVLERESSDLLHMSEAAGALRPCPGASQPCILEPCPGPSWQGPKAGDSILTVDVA
HCT116 PTEN-null = growth suppression of PTEN-null HCT116, primary screen, cell-based, CellTiter-Glo; viability, % at 10 µM; AID 827, 2007; HCT116 PTEN-null viability, 60 h; hits give low values; 140,000 tested, 1.2% active;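 active = viability at or below a set limit, 4 SD under the median of all tested compounds, cut at about 3.7% in these data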;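 note: PTEN knockout HCT116 line with beta catenin targeted HCT116 as companion control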
MRP-1 activ = H69AR viability gain despite doxorubicin, primary screen, MRP-1 activator project, H69AR cells, CellTiter-Glo. 140,000 tested, 0.61% active. viability increase, % at 10 µM. AID 799, 2007. viability rescue;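 active = viability gain under doxorubicin at or above a set limit, the compound median plus 3 SD, cut at about 4.7% in these data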;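 note: MRP-1 overexpressing cells given doxorubicin 25 µM after compound pretreatment; 18-22 h compound pretreatment then 72 h with doxorubicin before readout; 0% = doxorubicin-only wells and 100% = vehicle-treated cells without doxorubicin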
BB579 growth dn = growth inhibitors of yeast BB579 in restrictive medium, primary screen, yeast lifespan-shortening project, S. cerevisiae | OD615, 48 h | inhibition, % at 10 µM | 140,000 tested, 0.51% active;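 active = inhibition above a set limit, 3 SD over the mean compound inhibition, cut at about 44% in these data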; note: inactives centre near -24
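test system = yeast BB579 (DeaD) | buffer or medium = restrictive CSMM-D medium | doses = single compound dose of 10 µM, 0.25% DMSO final | times = 4 h preincubation and 48 h exposure at 30 °C | technique = culture absorbance at 615 nm | benchmarks = amphotericin B 10 µg/mL, positive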
Measles CPE = compounds protecting cells from measles virus cytopathic effect, primary screen, measles RdRp inhibitor project, single point, MLSMR library, absorbance. Measles virus-infected cells, CPE protection. protection (pct of control), % at 4 µM. 140,000 tested, 1.5% active. AID 841, 2007; in the data active = protection mostly above about 24%, no sharp cut-off; inactive = mostly below about 26%; note: some compounds called inactive have numbers as strong as hits
* hit, by the source's call; / = no result given. Compounds were not picked by outcome. Share with any hit: about 6.4%.

SMILES	Yeast life ext	NPY Y2 blocker	Phagocyt inh	E-sel TNF inh	bCat KO growth	GALR2 blocker	HCT116 PTEN-null	MRP-1 activ	BB579 growth dn	Measles CPE
Cc1ccc(-n2ncc3c(SCc4ccccc4)ncnc32)cc1	7.8	2.7	-6.9	/	97.6	-4.9	87.2	0.8	-42.6	35.3*
O=C(Nc1ncn[nH]1)c1ccc([N+](=O)[O-])cc1[N+](=O)[O-]	9.2	0.3	/	23.1	97.5	4.9	102.2	2.3	-30.3	5.8
CNc1nc(-c2ccccc2)nc(-c2ccccc2)c1C#N	-17.0	4.1	-0.3	2.3	96.2	-9.3	92.0	-3.6	-37.0	61.1*
CN(C)S(=O)(=O)c1ccc(C(=O)OCn2nnc3ccccc3c2=O)cc1	-8.8	-2.8	-0.3	8.3	98.8	-16.2	107.6	2.1	-21.0	5.1
COc1cc(CC(=O)OCC(=O)Nc2cccc([N+](=O)[O-])c2)cc(OC)c1OC	-3.4	3.5	-10.9	/	102.6	7.5	92.5	0.7	-14.1	11.1
Cc1c(C(=O)OC2CCCC2)[nH]c2c1C(=O)CC(c1ccco1)C2 (stereo unspecified)	-9.3	3.6	-0.7	11.7	10.2	10.4	11.6	-2.6	-46.0	6.5
O=C(Nc1ccc(N2CCCC2)cc1)C(Cl)c1ccccc1 (stereo unspecified)	-7.9	1.0	-0.1	9.0	72.4	-3.1	91.7	-1.0	-74.7	6.8
Cc1ccc(C(=O)Cn2c(C)cc(C)c(C#N)c2=O)cc1	-8.0	5.8	0.2	4.8	85.1	2.7	83.8	0.5	0.1	18.3
Cn1c(CO)cnc1S(=O)(=O)Cc1ccc([N+](=O)[O-])cc1	-8.4	0.8	0.5	/	96.5	3.9	98.1	0.8	-30.2	3.5
CCCCOC(=O)c1ccc(NC(=S)NC(=O)c2c(Br)c(C)nn2C)cc1	7.7	1.7	1.6	/	91.0	6.7	86.2	-1.5	-57.8	10.8
C=CCNC(=O)COc1ccc(S(=O)(=O)NC2CCCCC2)cc1	-15.4	0.0	-1.2	-0.3	91.9	0.4	98.5	-1.0	-47.6	3.2
[O-]/[N+](=C\c1ccncc1)c1ccc(Br)cc1	-0.5	2.1	-3.2	5.2	84.0	-1.1	89.9	-2.9	-72.2	5.7
COC1=NS(=O)(=O)c2ccccc21	-4.8	0.8	-5.7	/	100.3	-5.1	107.9	0.7	6.1	7.6
COc1cc(Nc2cc(C)nc3ncnn23)cc(OC)c1OC	-13.0	1.6	-1.6	11.7	91.6	20.5	80.8	-2.5	7.8	2.8
N#Cc1c(NC(=O)c2ccc(Cn3cc(Br)cn3)o2)sc2c1CCCCC2	-6.0	0.8	/	-2.1	70.4	-3.9	70.1	2.4	-34.2	22.9
COC(=O)/C(=C/c1ccc(F)cc1)NC(C)=O	8.6	-0.1	-11.1	-43.5	92.9	5.5	98.4	-0.6	-30.9	13.4
COc1ccc(/C=C/C(=O)Nc2nc(N)n(-c3ccccc3)n2)cc1	5.9	0.2	-6.0	/	78.7	10.5	66.5	-2.5	-14.2	7.5
CC(=O)Oc1c(Cl)cc(Cl)cc1/C=C/c1ccc2ccccc2n1	-5.0	7.4	-1.8	-1.8	62.6	16.4	60.5	-2.0	-7.0	8.7
COc1ccc(NC2=CC(c3ccc(OC)c(OC)c3)N(c3ccc(OC)cc3)C2=O)cc1 (stereo unspecified)	-3.6	3.0	/	8.0	85.3	5.6	82.5	-2.7	-0.7	25.1
O=C(CN1CCCCC1)Nc1ccc(S(=O)(=O)N2CCCCCC2)cc1	-8.3	2.1	-0.6	-4.8	79.7	-6.2	90.7	-3.1	-4.9	5.0
Nn1c(SCC(=O)Nc2ccc3c(c2)OCCO3)nnc1C(F)(F)F	-3.7	2.6	-2.7	/	98.8	-1.8	91.1	-4.2	-39.4	13.1
CCOC(=O)CNS(=O)(=O)c1c(C)noc1C	-19.8	3.0	-1.4	-9.4	91.8	-3.1	90.0	-1.8	-34.5	2.6
Cc1c(NC(=O)c2ccc(Cl)c(S(=O)(=O)N3CCOCC3)c2)c(=O)n(-c2ccccc2)n1C	-9.7	2.0	-2.0	8.7	92.4	-4.3	91.0	-1.4	-9.4	19.4
COc1ccc(C2C=C(c3cccs3)Nc3nc(CCCO)nn32)cc1 (stereo unspecified)	-17.4	2.1	-0.8	15.1	81.0	29.7*	83.4	-0.6	-28.1	2.4
CC(C)N(C(=O)CSc1nnc(Cn2nnc3ccccc32)n1C)C(C)C	-1.6	2.7	-1.2	0.1	99.6	1.7	100.4	0.5	-23.1	6.7
CN(CC(=O)N1CCN(c2ccccn2)CC1)S(=O)(=O)c1cccc2nsnc12	4.8	1.0	-3.9	2.6	89.6	-5.3	90.8	-1.8	-48.0	7.4
Cc1cc(C)c(S(=O)(=O)NCCCn2ccnc2)c(C)c1	-0.8	-0.7	-8.0	/	73.8	10.9	82.0	-3.8	-33.7	6.8
CCCCC(=O)Nc1ccccc1C#N	11.8	0.7	/	-23.2	96.3	10.0	98.4	-1.5	-32.5	5.2
CCOC(=O)CSc1nc2sc3c(c2c(=O)[nH]1)CC(C)(C)OC3	-6.6	1.5	-0.6	/	92.7	-7.1	92.0	-0.6	-40.5	14.2
Cc1ccc(S(=O)(=O)N2CCOCC2)c(C)c1NS(C)(=O)=O	5.8	1.5	-5.3	-29.8	97.1	19.8	107.5	-0.4	-10.2	6.7
CN(c1ccccc1C(=O)N1CCN(c2ccccc2)CC1)S(C)(=O)=O	/	4.2	/	6.8	86.1	0.2	97.4	-2.1	-15.2	20.1
Cc1cc(=O)n2[nH]c(=O)c(N=Nc3ccccc3)c2[nH]1	-9.6	2.1	/	-14.9	95.9	6.4	96.6	0.7	-5.5	4.4
CCOC(=O)Cn1c(=O)oc2cc(S(=O)(=O)N(CCN(C)C)Cc3ccccc3)ccc21	4.4	2.6	1.9	10.1	99.9	7.9	103.7	-0.9	-26.0	7.7
c1ccc(COc2ccc(OCCN3CCCC3)cc2)cc1	-1.8	7.3	-5.5	8.3	63.4	12.9	71.6	-3.4	-31.3	4.6
Cc1ccc(N2C(=O)[C@@H]3C(C(=O)CCN4C(=O)c5ccccc5C4=O)=NN[C@@H]3C2=O)cc1	1.6	-1.2	-5.0	65.4*	97.1	1.0	96.4	-0.9	-5.4	7.7
COc1cc2nc(SCc3ccc(C(F)(F)F)cc3)n(Cc3cccs3)c(=N)c2cc1OC	-12.0	-3.1	-1.0	-22.1	64.4	1.8	75.2	-4.3	5.3	19.5
Fc1ccccc1Cn1nnc2c(-n3ccnc3)ncnc21	-6.4	-0.3	2.4	-38.7	98.8	4.6	90.6	1.8	-18.6	5.9
COc1ccccc1-c1coc2cc(OC(=O)/C=C/c3ccccc3)ccc2c1=O	3.2	2.4	-10.9	/	70.0	0.1	63.9	-3.1	-30.3	12.3
Cc1cc(Cl)ccc1OCC(=O)NCCC(=O)O	-11.6	4.4	-1.4	/	106.2	8.0	103.4	-0.1	-44.6	2.0
COc1ccc(CCNC(=O)CNS(=O)(=O)c2cccs2)cc1OC	-8.8	1.7	/	8.0	74.8	-14.4	65.5	0.0	-14.5	5.1
COC(=O)c1ccc(NC(=O)CN(c2ccc(OC)cc2)S(C)(=O)=O)cc1	-4.4	-5.4	-0.6	-4.7	83.5	-4.7	96.3	-3.0	-27.9	21.8
Cc1ccc(S(=O)(=O)N/N=C/c2cccc([N+](=O)[O-])c2)cc1	-2.3	2.0	-7.3	/	100.9	2.9	108.1	0.1	-9.1	3.7
O=C(CN1CCOCC1)Nc1ccc(-c2nc3ccccc3[nH]2)cc1	-3.7	1.3	/	/	89.0	11.3	87.0	-1.3	-26.9	1.6
CCOC(=O)CSC1=NC(=O)/C(=C\c2ccc(Cl)cc2)S1	-2.8	7.5	-0.9	-3.0	100.5	3.4	91.4	-3.2	2.8	2.7
O=C(NCc1ccccn1)C(C(=O)c1ccc(F)cc1)n1ccccc1=O (stereo unspecified)	-4.6	2.2	-0.6	-4.3	100.5	12.9	95.2	0.9	-11.8	43.2
COc1cc(C(=O)Nc2ccccn2)cc(OC)c1OC	-12.4	2.2	-1.3	2.3	104.5	-8.3	99.6	-0.4	-21.3	4.1
CCOC(=O)Cc1csc(NC(=O)CCc2ccc(S(=O)(=O)N3CCOCC3)cc2)n1	-5.8	2.4	-1.3	54.6	92.0	3.2	85.8	-2.6	-21.5	2.5
COc1ccc(N2CCN(c3oc(COc4ccccc4Cl)nc3C#N)CC2)cc1	-4.1	24.6*	-1.7	/	73.7	-5.2	76.8	2.0	-18.1	1.3
COc1ccc(CNC(=O)CSc2nnc3c(Cl)cc(C(F)(F)F)cn23)cc1OC	-3.2	1.5	-2.9	/	97.8	-0.6	86.5	-0.4	-39.8	15.6
CC(C)CNC(=O)c1ccc(Cl)c(Cl)c1	-6.3	2.0	-1.4	-15.3	88.8	-2.5	95.1	1.5	-11.8	7.4
CCOC(=O)c1[nH]c(C)c(C(=O)Nc2ccc3c(c2)OCCO3)c1C	-4.7	1.8	/	/	97.7	1.9	91.8	-0.3	-8.6	10.0
C[C@H](Nc1ncnc2sc3c(c12)CCC3)C(=O)O	-16.0	-0.6	/	20.5	95.5	8.6	110.6	0.3	-7.6	7.9
CCOC(=O)N1CCC(N(CCOC)C(=O)Nc2ccc(CC)cc2)CC1	-9.1	1.7	0.8	11.6	96.3	7.2	91.4	-2.1	14.3	8.2
COC1OC(COC(=O)CNC(=O)OC(C)(C)C)C(O)C(O)C1O (stereo unspecified)	3.3	3.1	-4.5	/	105.2	-1.6	100.3	1.3	-23.5	5.0
Cc1ccc(-n2c(C)nc3c(cnn3-c3ccc(F)cc3)c2=O)cc1	-4.9	4.8	/	14.7	74.2	-11.7	66.2	-1.7	-40.9	7.1
Cc1ccc(S(=O)(=O)N(CC(=O)N2CCc3ccccc3C2)c2ccc(Cl)c(Cl)c2)cc1	5.7	1.6	-12.6	/	68.6	11.6	67.8	0.3	-31.2	20.4
COC(=O)c1ccccc1NC(=O)c1noc2c1CCCC2	-26.1	1.3	-2.8	-18.5	75.5	-12.4	70.0	-3.0	-39.7	13.8
COCCCn1cnc2c(c1=O)c1nc3ccccc3nc1n2-c1ccccc1	-8.2	1.7	-0.4	/	86.3	-2.5	84.1	-4.5	-25.8	19.4
